Assay outcomes deposited in PubChem by Johns Hopkins Ion Channel Center.
KCNQ2 inh – KCNQ2 potassium channel inhibitors, primary screen, cell-based, CHO-K1, FluxOR thallium flux, B-score (AID 2156); Potassium voltage-gated channel subfamily KQT member 2 (Rattus norvegicus), O88943; 20 min; stronger effect = lower value; B-score at 10 µM; 1.1% of 310,000 active;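 active means fluorescence ratio B-score at most minus 3 library SDs, with starting brightness B-score within 2 library SDs, cut at about -5.5 in these data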
Kir21 inh – inhibitors of mouse Kir2.1 inward-rectifier potassium channel. HEK293-Kir2.1, FluxOR thallium flux fluorescence; stronger effect = lower value. 0.85% of 310,000 active. B-score at 10 µM. Inward rectifier potassium channel 2 (Mus musculus), P35561;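 active means fluorescence ratio B-score at or below minus 3 SD of library scores, with starting-brightness B-score within 2 SD, cut at about -4.2 in these data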;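 further: channel flux triggered by added potassium and thallium sulfate stimulus; B-score of peak minus minimum fluorescence over baseline after thallium stimulus; more negative B-score means stronger Kir2.1 block with less thallium influx; some compounds called inactive have numbers as strong as hits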
Target sequence (P35561 whole entry, looked up): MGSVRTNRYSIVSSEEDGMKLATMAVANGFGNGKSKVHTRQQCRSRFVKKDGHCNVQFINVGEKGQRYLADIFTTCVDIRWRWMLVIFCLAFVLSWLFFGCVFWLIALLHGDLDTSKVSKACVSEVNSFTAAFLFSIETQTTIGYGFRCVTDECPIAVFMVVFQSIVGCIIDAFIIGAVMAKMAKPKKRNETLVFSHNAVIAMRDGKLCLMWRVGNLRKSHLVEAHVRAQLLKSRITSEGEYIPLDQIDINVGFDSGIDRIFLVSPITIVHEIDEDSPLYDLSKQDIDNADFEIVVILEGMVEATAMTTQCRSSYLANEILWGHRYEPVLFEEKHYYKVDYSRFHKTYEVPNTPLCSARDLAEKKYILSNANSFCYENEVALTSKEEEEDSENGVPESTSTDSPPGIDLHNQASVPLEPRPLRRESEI
Numbers without * were called inactive; i = inactive.

| SMILES | KCNQ2 inh | Kir21 inh |
| --- | --- | --- |
| O=C(Cn1cnc2c(nnn2-c2ccc(F)cc2)c1=O)N1CCCc2ccccc21 | i | 1.7 |
| OC[C@H]1OC(O)C[C@@H](O)[C@@H]1O (stereo partly specified) | i | -0.85 |
| CC1(C)C(=O)Nc2ccccc2N1C(=O)COc1ncnc2ccccc12 | i | -0.68 |
| CC1CCN(CCCNC(=O)C2CCCN(c3ncnc4c3nc3n4CCCCC3)C2)CC1 (stereo unspecified) | i | -1.1 |
| COc1ccc(-c2nnc(OC)c3ccccc23)cc1 | i | 0.76 |
| CCn1cc(C(=O)N2CCCC2)c(=O)c2cc(S(=O)(=O)N(C)C)ccc21 | i | 1.6 |
| C=CCn1cccc(C(=O)Nc2ccc(SC)cc2)c1=O | i | 2.6 |
| CCOC(=O)C1=C(O)C(=O)N(c2ccc(S(N)(=O)=O)cc2)C1c1ccc([N+](=O)[O-])cc1 (stereo unspecified) | i | 1.2 |
| CC1Sc2ccc(S(=O)(=O)CCC(=O)NC(C)c3ccccc3)cc2NC1=O (stereo unspecified) | i | 0.63 |
| Nc1nnnn1/N=C/c1cccc(O)c1 | i | -0.61 |
| COc1ccc(-c2noc(CCC(=O)Nc3cccnc3)n2)cc1OC | i | -1.2 |
| CC(=O)c1nnn(-c2ccc([N+](=O)[O-])cc2C)c1C | i | 0.95 |
| COC(=O)C(=C/C(C)=C/c1cccs1)C(=O)OC | i | -1.5 |
| Cc1[nH]c2ccccc2c1/C=N/NC(=O)c1cc(-c2ccncc2)nc2ccccc12 | i | 0.76 |
| Cc1ncc(CN2CCCCC2C(=O)Nc2ccc(Oc3ccccc3)nc2)cn1 (stereo unspecified) | i | -0.3 |
| COc1cccc(NC(=O)COC(=O)c2ccccc2C(=O)N2CCN(c3ccccc3)CC2)c1 | i | -1.7 |
| O=C(CN(Cc1ccccc1)C(=O)CNS(=O)(=O)c1ccccc1)NCC1CCCO1 (stereo unspecified) | i | 0.02 |
| O=[N+]([O-])c1cccnc1Oc1ccc(F)cc1F | i | 1.4 |
| COc1ccc(CCC(=O)Nc2ccccc2C(F)(F)F)cc1 | i | 0.97 |
| CC(O)(CS(=O)(=O)c1ccc(Br)cc1)c1ccccc1 (stereo unspecified) | i | -2.2 |
| Cc1ccccc1CN(C)C(=O)CNC(=O)c1ccc2ccccc2c1 | i | -1.7 |
| O=C1[C@H]2[C@H](C=CC[C@H]2C(=O)N2CCOCC2)CCN1Cc1ccccc1 | i | -0.59 |
| COc1ccc(C/C(C)=N/NC(=O)c2ccc(Cl)cc2)cc1 | i | 0.13 |
| O=C(O)CP(=O)(c1ccccc1)c1ccccc1 | i | -0.01 |
| O=C(NCCS(=O)(=O)N1CCN(c2ccccc2)CC1)c1ccco1 | i | 2 |
| CCN(CC)c1ccc(/C=N/N2CCOCC2)cc1 | i | 1.6 |
| O=C(NCc1cccnc1)c1cc(Sc2ccc(F)cc2F)nc2ccccc12 | i | 2.6 |
| O=C(CSc1nnc(-c2ccccc2)n1C1CCCCC1)N1CCCC1 | i | -0.54 |
| COc1ccc(CNC(=O)COC(=O)/C=C/c2ccc(S(=O)(=O)N3CCOCC3)cc2)cc1 | i | -0.29 |
| C=CCn1c(CCNC(=O)c2cccs2)nnc1SCC(=O)Nc1cccc(Cl)c1C | i | -0.54 |
| COCCNc1oc(-c2ccc(F)cc2)nc1C#N | i | 0.14 |
| CCC(C(=O)NC1CC1)n1nc(C)c2c(C)n(-c3ccccc3)nc2c1=O (stereo unspecified) | i | 2.6 |
| CCCNC(=O)NC(=O)COC(=O)c1cccc(NS(=O)(=O)c2ccc(F)c(F)c2)c1 | i | 0.09 |
| Clc1ccccc1CSc1ncn(-c2ccccc2)n1 | i | -0.02 |
| Cc1cc(C(=O)c2ccc(C(C)(C)C)cc2)c(NC(=O)CCl)s1 | i | 0.15 |
| Cn1ncc([N+](=O)[O-])c1C(=O)Nc1ccn(Cc2ccccc2F)n1 | i | 0.46 |
| O=C(N=C1SC2CS(=O)(=O)CC2N1Cc1ccc(Cl)cc1)C1CC1 (stereo unspecified) | i | 1.1 |
| COc1ccc2[nH]cc(CCNC(=O)COc3ccc4ccc(=O)oc4c3)c2c1 | i | 0.81 |
| Cc1cc(Br)cc2c(C(=O)Nc3c(C)n(C)n(-c4ccccc4)c3=O)cc(-c3cccs3)nc12 | i | 0.15 |
| O=C(Cc1ccc(F)cc1)Nc1ccc(S(=O)(=O)N2CCCCC2)cc1 | i | 0 |
| O=C(CCN1CCOCC1)N1CCCC(Nc2cccc(F)c2)C1 (stereo unspecified) | i | 1.2 |
| CCN(CC)C(=O)C(=O)Nc1ccc(OCc2ccccc2)cc1 | i | 2.6 |
| O=c1cc(-c2ccccc2)nc(SCc2ccccc2F)[nH]1 | i | -0.17 |
| C=CCn1c(SCc2ccc(Br)cc2F)nc2cc(C(=O)O)ccc2c1=O | i | 0.4 |
| C/C(=N\NC(=O)c1ccccc1)c1ccccc1Br | i | 0.04 |
| CCN(CC)S(=O)(=O)c1cccc(C(=O)Oc2cccnc2)c1 | i | -2 |
| O=c1[nH][nH]cc1C=Nc1ccc(Oc2ccccc2)cc1 | i | -1.2 |
| COC(=O)c1nnn(-c2ccsc2C(=O)OC)c1C(=O)OC | i | 0.67 |
| Cc1ccccc1-n1c(SC(C)C(N)=O)nnc1-c1cccnc1 (stereo unspecified) | i | 0.7 |
| COc1ccc(S(=O)(=O)N2CCN(C(=O)c3sccc3-c3ccccc3)CC2)cc1 | i | 0.27 |

Further structures:
| SMILES | KCNQ2 inh | Kir21 inh |
| --- | --- | --- |
| Cc1ccc(NC(=O)CCc2nnc3ccc(N4CCC(C)CC4)nn23)nc1 | i | 0.79 |
| NC(=O)COc1cc2oc(=O)c3c(c2cc1Cl)CCCC3 | i | 0.66 |
| Cc1cc(S(=O)(=O)NC2CCN(Cc3ccccc3)CC2)c(C)cc1Cl | i | 0.47 |
| O=C(Cc1ccc(Cl)cc1)Nc1ccccc1C(=O)N1CCCC1 | i | -0.06 |
| COc1ccc(-c2nonc2NC(=O)c2oc3ccccc3c2C)cc1OC | i | 1.5 |
| Cc1ccsc1/C=N\NC(=O)CCc1c(C)n[nH]c1C | i | 0.01 |
| CCCS(=O)(=O)N1CCC(C(=O)NCCCOC(C)C)CC1 | i | 0.45 |
| Cc1ccc(S(=O)(=O)c2ccc(Oc3cccc(C)c3)cc2)cc1 | i | 0.41 |
| Cc1cccc(N2C(=O)c3ccc(C(=O)Nc4cccc(C(=O)O)c4)cc3C2=O)c1 | i | 0.05 |
| Cc1ccc(N/C=C2\CCCCC2=O)nc1 | i | -0.68 |
| C/C=C(/C)C(=O)Nc1cccc(C2=NOC3(C2)C[C@@H](C(N)=O)N(C(=O)[C@H]2CCC(=O)N2)C3)c1 (stereo partly specified) | i | 1 |
| Clc1cccc(OCCCCCN2CCOCC2)c1 | i | -1.2 |
| COc1ccc(S(=O)(=O)N2CCCCC2)cc1NC(=O)c1ccc([N+](=O)[O-])o1 | i | -1.3 |
| CCOC(=O)c1c(S(=O)(=O)N2CCCC(C(=O)Nc3ccc(C)cn3)C2)c(C)n(C)c1C (stereo unspecified) | i | -0.26 |
| O=C(O)c1c(NC(=O)N(CCO)Cc2ccccc2)sc2c1CCCC2 | i | 0.84 |
| S=C(NC1CC1)N1CCc2ccccc2C1 | i | -0.54 |
| CCOC(=O)Cc1c(C)nc2c(-c3ccccc3)cnn2c1C | i | 0.41 |
| CCNc1nc(NCC)n2c(SCC(=O)O)nnc2n1 | i | 0.25 |
| COc1cccc(CC(=O)N2CCCC(CCC(=O)N3CCN(c4ccccn4)CC3)C2)c1 (stereo unspecified) | i | -0.92 |
| CCN(CC)CCCN(C(=O)c1ccccc1F)c1nc(-c2ccc(OC)cc2)cs1 | i | -0.4 |
| S=c1[nH]nc(-c2ccco2)n1/N=C/c1ccccc1 | i | -0.68 |
| CCN(CC)CCNC(=S)Nc1ccc2nc(N3CCN(CC)CC3)cc(C)c2c1 | i | -2.2 |
| Cc1ccccc1N(C(=O)c1cccs1)c1nc2ccccc2s1 | i | 1.6 |
| Cc1ccccc1Nc1nc(N)nc(CSc2nnc(C)n2C)n1 | i | -1.3 |
| Cc1oc(C)c2c(=O)ccc3c(c12)OC(N)=C(C#N)C3c1ccccc1Cl (stereo unspecified) | i | -2.1 |

Whole records, looked up by structure. Order of values: KCNQ2 inh, Kir21 inh
CCN(CC)CCCN(C(=O)c1ccccc1F)c1nc(-c2ccc(OC)cc2)cs1 is listed with i, -0.4
CCCS(=O)(=O)N1CCC(C(=O)NCCCOC(C)C)CC1 is listed with i, 0.45
Cc1cccc(N2C(=O)c3ccc(C(=O)Nc4cccc(C(=O)O)c4)cc3C2=O)c1 is listed with i, 0.05
Cc1ccsc1/C=N\NC(=O)CCc1c(C)n[nH]c1C is listed with i, 0.01
S=C(NC1CC1)N1CCc2ccccc2C1 is listed with i, -0.54

(cont.)
| SMILES | KCNQ2 inh | Kir21 inh |
| --- | --- | --- |
| COc1ccc(C(CC(=O)O)NC(=O)Nc2ccccc2)cc1OC (stereo unspecified) | i | 1.9 |
| CCOC(=O)C1CCN(C(=O)c2ccc(OCC(=O)Nc3cccc(C(F)(F)F)c3)c(OC)c2)CC1 | i | 0.26 |
| Cc1ccnc(SCC(=O)NC2CC2)n1 | i | -0.99 |
| Cc1cc([N+](=O)[O-])c(C(C)(C)C)cc1N | i | -2.1 |
| O=C(/C=C/c1ccc(Cl)cc1)Nc1ccc(Br)cn1 | i | 0.27 |
| Cc1ccc2oc(C(=O)N3CCN(Cc4ncccc4C)CC3)c(C)c2c1 | i | 0.91 |
| Cc1cc(/C=C(\C#N)C(=O)NCc2cccs2)c(C)n1-c1ccccc1F | i | 0.27 |
| CC(=O)/C(=C/N(C)C)Sc1ccc(C)cc1 | i | -3.1 |
| CC1CCCCC1NC(=O)c1ccc(CSc2nc3ccncc3[nH]2)cc1 (stereo unspecified) | i | -1.8 |
| CC(C)Sc1nc2c(cnn2-c2ccc(Cl)cc2)c(=O)[nH]1 | i | 0.03 |
| CCC(C(=O)NC1CCCC1)N(C(=O)Cn1nnc(-c2ccc(OC)c(OC)c2)n1)C1CCCCC1 (stereo unspecified) | i | 0.19 |
| COC(=O)C1=C(C)N(c2cccc3ccccc23)C(=O)C1 | i | 1.5 |
| Cc1ccc(-c2nnc(-c3ccccc3)c(-c3ccccc3)n2)cc1 | i | 2.4 |
| O=C(NCc1ccccc1Br)c1ccco1 | i | -0.58 |
| COc1ccc(N=c2scc(C)n2CCCN2CCCC2=O)cc1 | i | -0.02 |
| O=C(NCCc1ccc(S(=O)(=O)N2CCCC2)cc1)c1cccs1 | i | -1.4 |
| COc1ccccc1NC(=O)c1ccc(-c2ccccc2[N+](=O)[O-])o1 | i | 0.76 |
| Nc1ccc(NC(=O)c2ccccc2)c2c1C(=O)c1ccccc1C2=O | i | 1.2 |
| CCCCC[C@H]1CN(CCCC)C(=O)[C@@H]1CC(=O)NCc1ccccc1 | i | -0.9 |
| O=C(COC(=O)c1cccs1)NCc1ccco1 | i | -1.4 |
| CCCCNC(=O)CSc1nc2ccc(Nc3nc(N4CCOCC4)nc(N4CCOCC4)n3)cc2s1 | i | 1.5 |
| NC(=S)NC1CC2C=CC1C2 (stereo unspecified) | i | -0.01 |
| CCN(CC)c1ccc(NC(=O)CN2CCN(c3ccc(F)cc3)CC2)cc1 | i | 0.63 |
| COC(=O)C1CN(C(=O)COc2ccccc2C)c2ccccc2O1 (stereo unspecified) | i | -0.27 |
| Cn1c(CNC(=O)CCNC(=O)c2ccccc2)cc(=O)n(C)c1=O | i | 2.4 |
| O=C(CSc1ccccc1C(=O)O)NCc1ccc(Cl)cc1 | i | -0.06 |
| Cc1[nH]c2ccccc2c1/C=N/Nc1ccccn1 | i | 0.06 |
| Cc1ccc(-c2noc(CN3CCN(Cc4ccccc4)CC3)n2)cc1 | i | 0.13 |
| COc1cc(NC(C)CCCN)c2ncccc2c1Oc1ccccc1 (stereo unspecified) | i | -2.4 |
| Cc1cc(NC(=O)CSc2nnc(-c3ccco3)n2CC2CCCO2)no1 (stereo unspecified) | i | 0.06 |
| CCN(CC)Cc1csc2ccc(Br)cc12 | i | 0.68 |
| COC(=O)c1ccc(CSc2ccc3nnc(-c4ccc(F)cc4)n3n2)o1 | i | 0 |
| COc1ccc(C/C(N)=N/OC(=O)Cc2ccccc2)cc1OC | i | 0.03 |
| CCOc1ccccc1N=Cc1c(O)n(C)c(=O)n(C)c1=O | i | -1.2 |
| COc1ccccc1CN(C)CC(=O)Nc1ccc(Cl)cc1F | i | -2.3 |
| O=C(CSc1nc2nccnc2c(=O)n1Cc1cccs1)Nc1ccccc1 | i | 0 |
| Cn1c(=O)c2c(ncn2CC(N)=O)n(C)c1=O | i | -0.07 |
| CC(=O)Nc1ccc(Nc2nc(C)cc(C)n2)cc1 | i | -0.02 |
| COc1ccc(NC(=O)COC(=O)c2cc([N+](=O)[O-])ccc2N2CCOCC2)cc1 | i | 1.3 |
| C[C@@H](C(=O)N[C@H](C(=O)O)c1ccccc1)n1nnc2ccccc2c1=O | i | -0.35 |
| CC(C)(C)c1ccc(-c2n[nH]c(=S)n2Cc2ccccc2)cc1 | i | 0.01 |
| COCCC(=O)N1CCC(Oc2ccc(C(=O)N3CCCCC3COC)cc2)CC1 (stereo unspecified) | i | 0.6 |
| CC(NC(=O)COC(=O)Cc1ccc(-c2ccccc2)cc1)c1ccccc1 (stereo unspecified) | i | -0.36 |
| COc1ccc(CN2CCNC(=O)C2CC(=O)N2CCCCO2)cc1OC (stereo unspecified) | i | 0.73 |
| O=C(O)CNC(=O)/C=C/c1ccc(Cl)cc1Cl | i | -1.3 |
| Cc1ccc(N2CC(C(=O)OCc3ccccc3)CC2=O)cc1 (stereo unspecified) | i | -0.08 |
| COc1ccc(C(=O)/C=C/c2ccc(OC3CSC3)cc2)cc1 | i | -1.5 |
